High-throughput results (PubChem)
KCNK3 block – human KCNK3 channel inhibitors, primary screen, CHO cells, FluxOR thallium flux, B-score; Potassium channel subfamily K member 3 (Homo sapiens), O14649; FluxOR fluorescence; active compounds read low; B-score at 10 µM; 0.84% of 340,000 active;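 active means B-score under library mean minus 4 SD, starting fluorescence ratio at most library mean plus 5 SD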;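 further: more negative B-score means stronger inhibition of thallium flux through KCNK3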
Target sequence (O14649 whole entry, looked up): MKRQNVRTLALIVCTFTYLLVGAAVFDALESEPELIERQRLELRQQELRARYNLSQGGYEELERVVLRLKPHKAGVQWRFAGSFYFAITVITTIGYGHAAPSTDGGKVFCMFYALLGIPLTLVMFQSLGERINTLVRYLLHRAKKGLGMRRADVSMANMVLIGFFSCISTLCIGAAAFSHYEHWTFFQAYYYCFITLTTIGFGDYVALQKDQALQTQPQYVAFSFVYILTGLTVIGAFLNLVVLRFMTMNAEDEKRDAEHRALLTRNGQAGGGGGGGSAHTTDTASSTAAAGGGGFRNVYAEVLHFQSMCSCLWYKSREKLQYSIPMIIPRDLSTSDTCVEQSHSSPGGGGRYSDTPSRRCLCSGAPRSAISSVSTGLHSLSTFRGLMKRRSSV
Calls only; i = inactive. This is a subset; count on the stated rates, not on these rows.

Sample of the layout, eleven compounds:
canonical_smiles,KCNK3 block
CN(C(=O)c1cccc(NC(=O)Cc2cccc(NC(=O)C3CCN(C(=O)CCc4ccccc4)CC3)c2)c1)C1CC1,i
Cc1ccccc1S(=O)(=O)N1C[C@H]2CON(C)[C@H]2C[C@H]1c1cccc(Br)c1,i
S=C1NC[C@H](Cc2ccccc2)N1CC1CCN(CCCC2CCCC2)CC1,i
Cc1cn(CC(=O)N[C@H](CO)Cc2c[nH]c3ccccc23)c(=O)[nH]c1=O,i
COc1ccc(CN2C(CC(=O)Nc3cccnc3)c3ccc(C(F)(F)F)cc3S2(=O)=O)cc1 (configuration not stated),i
COC(=O)[C@]1(C)N[C@H](CN(C)S(=O)(=O)c2ccc(C(C)(C)C)cc2)[C@@H]2C(=O)N(C)C(=O)[C@@H]21,i
CCN(CC)C(=O)[C@H]1C[C@H](CC(=O)NCCCN(C)C)C(=O)N2CCc3c([nH]c4cc(-c5ccco5)ccc34)[C@]12C,i
CC(C)N(C(=O)[C@H]1C[C@H](CC(=O)NCCCn2ccnc2)C(=O)N2CCc3c([nH]c4ccc(Cl)cc34)[C@]12C)C(C)C,i
CC[C@]12c3[nH]c4cc(CCC(=O)N(C)C)ccc4c3CCN1C(=O)[C@@H](CC(=O)NC/C=C(\C)CCC=C(C)C)C[C@@H]2C(=O)N1CCN(C(=O)c2ccco2)CC1,i
COc1ccc(-c2ccc(-c3cc(=O)oc4cc(OC)c(OC)c(OC)c34)cc2)cc1OC,i
COc1ccc(C(=O)N(c2ccccc2)c2nccc3ccccc23)cc1OC,i

All compounds of this part, repeating the preview:
canonical_smiles,KCNK3 block
CN(C(=O)c1cccc(NC(=O)Cc2cccc(NC(=O)C3CCN(C(=O)CCc4ccccc4)CC3)c2)c1)C1CC1,i
Cc1ccccc1S(=O)(=O)N1C[C@H]2CON(C)[C@H]2C[C@H]1c1cccc(Br)c1,i
S=C1NC[C@H](Cc2ccccc2)N1CC1CCN(CCCC2CCCC2)CC1,i
Cc1cn(CC(=O)N[C@H](CO)Cc2c[nH]c3ccccc23)c(=O)[nH]c1=O,i
COc1ccc(CN2C(CC(=O)Nc3cccnc3)c3ccc(C(F)(F)F)cc3S2(=O)=O)cc1 (configuration not stated),i
COC(=O)[C@]1(C)N[C@H](CN(C)S(=O)(=O)c2ccc(C(C)(C)C)cc2)[C@@H]2C(=O)N(C)C(=O)[C@@H]21,i
CCN(CC)C(=O)[C@H]1C[C@H](CC(=O)NCCCN(C)C)C(=O)N2CCc3c([nH]c4cc(-c5ccco5)ccc34)[C@]12C,i
CC(C)N(C(=O)[C@H]1C[C@H](CC(=O)NCCCn2ccnc2)C(=O)N2CCc3c([nH]c4ccc(Cl)cc34)[C@]12C)C(C)C,i
CC[C@]12c3[nH]c4cc(CCC(=O)N(C)C)ccc4c3CCN1C(=O)[C@@H](CC(=O)NC/C=C(\C)CCC=C(C)C)C[C@@H]2C(=O)N1CCN(C(=O)c2ccco2)CC1,i
COc1ccc(-c2ccc(-c3cc(=O)oc4cc(OC)c(OC)c(OC)c34)cc2)cc1OC,i
COc1ccc(C(=O)N(c2ccccc2)c2nccc3ccccc23)cc1OC,i
CC[C@]12c3[nH]c4cc(CCC(=O)N(C)C)ccc4c3CCN1C(=O)[C@@H](CC(=O)NCC13CC4CC(CC(C4)C1)C3)C[C@@H]2C(=O)N1CCN(C(=O)c2ccco2)CC1,i
CC(C)(C)OC(=O)C[C@@H]1C/C=C\C[C@@H](CC(=O)N(CCO)Cc2ccccc2)C(=O)N2CCC[C@H]2COC1=O,i
CCCN=C1N(C)C[C@@H]2[C@@H]3C(=O)N(C)C(=O)[C@@H]3[C@](C)(C(=O)OC)N12,i
COCC(=O)N1CCC2CC1c1c(-c3ccc(C(F)(F)F)cc3)cccc12 (configuration not stated),i
COc1ccc(N2CCN(C(=O)C(Cc3ccccc3)NC(=O)c3ccccc3)CC2)cc1 (configuration not stated),i
O=C(Cn1cnc2c(NCc3ccccc3)ncnc21)NCC1CCCO1 (configuration not stated),i
NC(=O)C1CCN(CC(=O)Nc2cc(S(=O)(=O)N3CCOCC3)ccc2N2CCCC2)CC1,i
O=C1NC[C@H](Cc2ccccc2)N(C[C@H]2CCCN2C[C@H](Cc2ccccc2)N2C[C@H](Cc3ccc(O)cc3)N(CCc3ccccc3)C(=O)C2=O)C1=O,i
CCN(C[C@H]1N[C@@](C)(C(=O)OC)[C@H]2C(=O)N(C)C(=O)[C@@H]12)C(=O)COc1ccccc1,i
COc1ccc(-c2sc3cc(OC)c(OC)cc3c2C#CCO)cc1,i
CC(C)C[C@@H](CN)NC(=O)c1nc[nH]c1C(=O)N[C@@H](Cc1ccccc1)C(=O)CNC[C@H](C)NC(=O)c1nc[nH]c1C(=O)N[C@@H](CC(=O)O)C(=O)O,i
CC(C)C[C@@H](CN1CCCC1CN1C(=S)NC[C@@H]1Cc1ccc(O)cc1)N1C[C@H](Cc2ccccc2)N(CCc2ccccc2)C1=S (some centres not stated),i
COc1ccc2[nH]c3c(c2c1)CCN1C(=O)C(CC(=O)NCc2ccco2)C[C@H](C(=O)N2CCCCC2)[C@@]31C (some centres not stated),i
Cc1ccccc1C(=O)N1CCC2CC1c1cc(Cl)ccc12 (configuration not stated),i
C[C@@H]1CN(S(=O)C(C)(C)C)[C@H](CCO)/C1=C\c1ccccc1 (some centres not stated),i
O=C(NCCc1ccccc1)c1cccc(NC(=O)C2CCCCC2)c1,i
C=CC[C@@H](CC(=O)N[C@@H](CO)Cc1ccccc1)C(=O)N[C@@H](COC(=O)[C@@H](CC=C)Cc1ccc(F)cc1)Cc1c[nH]c2ccccc12,i
CCOC(=O)C1=C(C)c2ccccc2OC1(CC)C(=O)OCC (configuration not stated),i
CN(C)C(=O)CCc1ccc2c3c([nH]c2c1)[C@]1(CCC2CCCC2)[C@@H](C(=O)N2CCOCC2)C[C@H](CC(=O)NCC24CC5CC(CC(C5)C2)C4)C(=O)N1CC3,i
CN1CCN(S(=O)(=O)NC[C@H]2O[C@@H](n3cnc4c(N)ncnc43)[C@H](O)[C@@H]2O)CC1,i
Fc1cccc(F)c1[B-](F)(F)F,i
COC(=O)[C@H](Cc1ccc(O)cc1)NC(=O)Cn1cnc2c(NCc3ccccc3)ncnc21,i
O=[N+]([O-])c1cccc(COc2cccc(CN3CCCC3)c2)c1,i
C[C@@H]1CN[C@@H](CCO)/C1=C\c1ccccc1,i
COc1cc(OC)c2c(-c3cccc(-c4ccc(OC)c(OC)c4)c3)cc(=O)oc2c1,i
CCN(C[C@H]1N[C@@](CC)(C(=O)OC)[C@H]2C(=O)N(Cc3ccccc3)C(=O)[C@@H]12)C(=O)c1ccc(C(C)(C)C)cc1,i
O=S(=O)(NC(CO)Cc1ccccc1)c1cc(Cl)ccc1F (configuration not stated),i
Nc1ncnc2c1ncn2[C@@H]1O[C@H](CNCC(O)CO)[C@@H](O)[C@H]1O (some centres not stated),i
CCCCN1CC(COCc2ccccc2)Oc2cc(Br)ccc2S1(=O)=O (configuration not stated),i
COc1ccc(C2=Nc3ccccc3C2(O)CCN2C(=O)c3ccccc3C2=O)cc1 (configuration not stated),i
CN(C(=O)c1cccc(NC(=O)Cc2ccc(NC(=O)C3CCN(C(=O)c4ccccc4)CC3)cc2)c1)C1CCC1,i
COc1ccc(C2CC(c3ccc(Cl)cc3)=NN2c2ccc(S(N)(=O)=O)cc2)cc1 (configuration not stated),i
CCN(C[C@H]1N[C@@](C)(C(=O)OC)[C@H]2C(=O)N(Cc3ccccc3)C(=O)[C@@H]12)C(=O)c1ccc(C(C)(C)C)cc1,i
CSc1nc(N)nc2c1ncn2CC(=O)N1CCN(Cc2c(C)cc(C)cc2C)CC1,i
C[C@]12c3[nH]c4cc(-c5ccco5)ccc4c3CCN1C(=O)[C@@H](CC(=O)NCCCn1ccnc1)C[C@@H]2C(=O)N1CCOCC1,i
CN(CCc1ccccc1)C(=O)c1ccc(NC(=O)Cc2cccc(NC(=O)C3CCN(C(=O)C4CCCC4)CC3)c2)cc1,i
COC(=O)[C@@]1(Cc2ccccc2)[C@H]2C(=O)N(C)C(=O)[C@H]2[C@H]2CN=C(SCc3ccc(C)cc3)N21,i
CC(C)(C)OC(=O)N1CCC(C(=O)Nc2cccc(C(=O)N3CCCC3)c2)CC1,i
O=C(Cc1ccc(NC(=O)C2CCCN(C(=O)C3CCC3)C2)cc1)Nc1cccc(C(=O)N2CCCCC2)c1 (configuration not stated),i
COc1cc(/C=C/C(=O)OCC(=O)c2ccc3c(c2)NC(=O)CO3)ccc1OC(F)F,i
COc1ccc2[nH]c3c(c2c1)CCN1C(=O)C(CC(=O)NCC24CC5CC(CC(C5)C2)C4)C[C@H](C(=O)N2CCOCC2)[C@@]31CCC1CCCC1 (some centres not stated),i
C[C@H](O)[C@@H]1C(=O)N2CCc3ccc(N4CCOCC4)cc3[C@@H]2C[C@@H]1N(C)C(=O)C(C)(C)C,i
COc1ccc(CNC(=O)C[C@H]2C[C@H](C(=O)N3CCCCC3)[C@@]3(C)c4[nH]c5cc(CCC(=O)N(C)C)ccc5c4CCN3C2=O)cc1OC,i
COc1ccc(N[C@@H]2CCN3C(=O)c4ccccc4[C@@H]3C[C@H]2O)cc1,i
CCN(CC)C(=O)[C@H]1C[C@H](CC(=O)NCc2cccc(C(F)(F)F)c2)C(=O)N2CCc3c([nH]c4cc(CCC(=O)N(C)C)ccc34)[C@]12C,i
CC(C)(C)NC(=O)CC1C[C@H](C(=O)N2CCCCC2)[C@@]2(CCc3ccccc3)c3[nH]c4ccccc4c3CCN2C1=O (some centres not stated),i
CN(C(=O)c1ccc(NC(=O)Cc2cccc(NC(=O)C3CCCN(C(=O)C4CC4)C3)c2)cc1)C1CC1 (configuration not stated),i
C[C@]12c3[nH]c4ccccc4c3CCN1C(=O)C(CC(=O)NCCN1CCOCC1)C[C@@H]2C(=O)N1CCOCC1 (some centres not stated),i
COC(=O)[C@]1(Cc2ccccc2)N[C@H](CN(C)C(=O)Nc2ccccc2)[C@@H]2C(=O)N(Cc3ccccc3)C(=O)[C@@H]21,i

Continuation.
canonical_smiles,KCNK3 block
CCOc1cc(N2CCOCC2)c(OCC)cc1NC(=O)COc1cccc(CC)c1,i
O=C(Nc1ccc(C(=O)N2CCCC2)cc1)c1ccccc1,i
CC[C@]12c3[nH]c4ccccc4c3CCN1C(=O)C(CC(=O)NCCCn1ccnc1)C[C@@H]2C(=O)N1CCN(C(=O)c2ccco2)CC1 (some centres not stated),i
C[C@H](CO)N1C[C@H](C)[C@@H](CN(C)C(=O)Nc2ccccc2)Oc2c(NS(=O)(=O)c3ccccc3)cccc2C1=O,i
Cn1c2cc(Br)sc2c2cnn(Cc3ccc(F)cc3F)c(=O)c21,i
CC[C@]12c3[nH]c4cc(CCC(=O)N(C)C)ccc4c3CCN1C(=O)[C@@H](CC(=O)NCC13CC4CC(CC(C4)C1)C3)C[C@@H]2C(=O)N1CCN(C(=O)C2CC2)CC1,i
C[C@@H](N)C(=O)NC[C@H]1O[C@@H](n2cnc3c(N)ncnc32)[C@H](O)[C@@H]1O,i
CCOC(=O)C1=CN(CC2CCCCC2)CCC1=O,i
CC(C)N(C(=O)[C@H]1C[C@H](CC(=O)NCc2cccc(C(F)(F)F)c2)C(=O)N2CCc3c([nH]c4ccc(Cl)cc34)[C@]12C)C(C)C,i
CN(Cc1ccccc1)C(=O)c1ccc(NC(=O)Cc2ccc(NC(=O)C3CCN(C(=O)CCc4ccccc4)CC3)cc2)cc1,i
C[C@H](CO)N1C[C@H](C)[C@@H](CN(C)S(=O)(=O)c2ccccc2)Oc2ccc(NC(=O)C3CC3)cc2C1=O,i
CCN(C[C@H]1N[C@@](Cc2ccccc2)(C(=O)OC)[C@H]2C(=O)N(Cc3ccccc3)C(=O)[C@@H]12)C(=O)C1CCCCC1,i
O=C(NCCc1ccccc1)c1ccc(NC(=O)C2CCC2)cc1,i
CCN1CCC(CN2CCNC2=S)CC1,i
Cc1noc(C)c1S(=O)(=O)N(C)C[C@H]1Oc2c(NS(=O)(=O)c3cn(C)cn3)cccc2C(=O)N([C@H](C)CO)C[C@@H]1C,i
C[C@H]1CN(S(=O)C(C)(C)C)[C@H](CCO)/C1=C\CCO (some centres not stated),i
O=C(Cc1ccc(NC(=O)C2CCN(C(=O)C3CCC3)CC2)cc1)Nc1cccc(C(=O)N2CCCCC2)c1,i
O=C(Cc1ccc(NC(=O)C2CCCN(C(=O)C3CC3)C2)cc1)Nc1ccc(C(=O)N2CCOCC2)cc1 (configuration not stated),i
CCC(CC)CN1CCC(CN2C(=O)C(=O)NC[C@@H]2[C@@H](C)CC)CC1,i
CC(O)c1cc2c(s1)c1cnn(Cc3ccccc3F)c(=O)c1n2C (configuration not stated),i
CC(C)(C)S(=O)(=O)N1C[C@@H]2CC/C=C\C/C(c3ccccc3)=C\2[C@H]1CCO,i
CN1OC[C@@H]2CN(Cc3ccccc3)[C@H](c3cccc(N4CCOCC4)c3)C[C@@H]21,i
CN(CCc1ccccc1)C(=O)c1ccc(NC(=O)Cc2ccc(NC(=O)C3CCCN(C(=O)CCc4ccccc4)C3)cc2)cc1 (configuration not stated),i
O=C(CC1C[C@H](C(=O)N2CCOCC2)[C@@]2(CCC3CCCC3)c3[nH]c4ccccc4c3CCN2C1=O)NCCc1ccccn1 (some centres not stated),i
CN1CCN(c2ccc3c(c2)C2CC3CCN2C(=O)OCc2ccccc2)CC1 (configuration not stated),i
CCN(CC)C(=O)[C@H]1C[C@H](CC(=O)NCCCN(C)C)C(=O)N2CCc3c([nH]c4cc(CCC(=O)N(C)C)ccc34)[C@]12C,i
COC(=O)c1ccc2c(c1C(=O)OC)CN(S(=O)(=O)C(C)(C)C)[C@H]2CCO,i
O=S(=O)(NCCc1ccc(F)cc1)c1ccc(F)cc1Br,i
